BLM helicase inh: qHTS Assay for Inhibitors of Bloom's syndrome helicase (BLM). actives 0.2% (n = 350,000). recombinant BLM DNA unwinding, fluorescence dequenching. AID 2528, 2010. RecQ-like DNA helicase BLM (Homo sapiens), P54132. Potency, µM (top dose mostly 56.1 µM), inactives show at the highest dose activity change, negative = inhibition, hits mostly inhibitors;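 also: plate controls were vehicle for no effect and no enzyme for full effect; nearly all actives have a fitted effect of over 35% in size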
POLB inh: qHTS Assay for Inhibitors of DNA Polymerase Beta. P06746. Potency, µM (titrated, usually from 114 µM), for the others: at the highest dose activity change, negative = inhibition, usual class: inhibitors. actives 1.3% (n = 340,000). Pol beta primer extension/strand displacement, fluorescence kinetic. AID 485314, 2010; also: % is scaled to controls: 0 for no effect and ±100 for the full control effect
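Reaction started by 50 nM substrate onto compound-treated Pol beta (10 nM, 15 min preincubation, room temperature); plates read at 0 min and 10 min. Normalized concentration-effect data fitted by four-parameter Hill equation.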
BAZ2B block: qHTS Assay for Inhibitors of BAZ2B; actives 4.4% (n = 360,000); AlphaScreen BAZ2B-H3K14Ac peptide displacement; AID 504333, 2011; Potency, µM (series often up to 114 µM), for the others: at the top dose activity change, negative = inhibition, hits mostly inhibitors; Bromodomain adjacent to zinc finger domain protein 2B (Homo sapiens), Q9UIF8; also: % is scaled to controls: 0 for no effect and ±100 for the full control effect; nearly all actives have a fitted effect of over 60% in size
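Compounds, titrated to a top concentration of 110 uM, were incubated 30 min at room temperature with preformed BAZ2B/acetyl-K14 H3 peptide complex (50 nM each). Proximity signal was measured by AlphaScreen after 20 min with beads.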
Pol iota inh: qHTS for Inhibitors of Polymerase Iota. DNA polymerase iota (Homo sapiens), Q9UNA4. actives 1% (n = 390,000). Pol iota fluorescent replication assay, 10 min. AID 588590, 2011. Potency, µM (series often up to 115 µM), inactives show at the highest dose activity, negative = inhibition, usual class: inhibitors
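Fluorescent replication assay read twice, at 0 min and 10 min after adding 50 nM (final) substrate. Enzyme (10 nM) and compounds were first incubated 15 min at room temperature; enzyme-free buffer wells were negative controls.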
G9a inh: qHTS Assay for Inhibitors of Histone Lysine Methyltransferase G9a; Histone-lysine N-methyltransferase EHMT2 (Homo sapiens), Q96KQ7; G9a H3K9 monomethylation, AlphaScreen, 2 h; Potency, µM (doses to about 102 µM), for the others: at the highest dose activity, negative = inhibition, actives largely listed as inhibitors; actives 8.8% (n = 350,000); AID 504332, 2011; also: % is scaled to controls: 0 for no effect and ±100 for the full control effect; nearly all actives have a fitted effect of over 75% in size
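Using a bead-based AlphaScreen, monomethylated H3K9 product from 2 h room-temperature reactions (G9a 20 nM, peptide 500 nM, SAM 20 uM) was detected with 0.5 ug/mL rabbit anti-H3K9me1 antibody.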
APEX1 inh: qHTS Assay for Inhibitors of the Human Apurinic/apyrimidinic Endonuclease 1 (APE1); DNA repair nuclease/redox regulator APEX1 (Homo sapiens), P27695; recombinant APE1, TAMRA/BHQ-2 abasic DNA cleavage fluorescence; Potency, µM (highest dose often 65.8 µM), without a hit: top-dose activity change, negative = inhibition, most hits filed as inhibitors; actives 0.35% (n = 350,000);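 also: plate controls were vehicle for no effect and reference inhibitor for full effect; nearly all actives have a fitted effect of over 55% in size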
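Substrate: short duplex with […] THF abasic site, 5'-TAMRA and 3'-BHQ-2, 50 nM final. APE1 at 0.75 nM, preincubated 15 min RT with compound. Fluorescence increase from first to third read measured activity.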
Anesthetic bind: qHTS Assay for Identification of Novel General Anesthetics | apoferritin/1-aminoanthracene competitive binding, fluorescence | Potency, µM (top dose mostly 77.5 µM), without a hit: at the highest dose activity change, negative = displacement, usual class: inhibitors | AID 485281, 2010 | actives 0.074% (n = 350,000); also: % is scaled to controls: 0 for no effect and ±100 for the full control effect; nearly all actives have a fitted effect of over 20% in size
Target sequence (P02791 2-175 limits assumed): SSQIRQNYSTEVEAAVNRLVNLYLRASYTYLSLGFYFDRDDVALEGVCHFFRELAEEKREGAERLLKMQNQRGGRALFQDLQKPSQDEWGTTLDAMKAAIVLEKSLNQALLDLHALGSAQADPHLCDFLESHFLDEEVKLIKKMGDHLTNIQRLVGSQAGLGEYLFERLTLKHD
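Read-out: endpoint 1-AMA fluorescence, excitation 380 nm and emission 535 nm, after compounds sit 10 min at room temperature with 10 uM horse-spleen apoferritin in 50% saturated 1-AMA/PBS. Values come from four-parameter Hill fits.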
POLK inh: qHTS for Inhibitors of Polymerase Kappa; DNA polymerase kappa (Homo sapiens), Q9UBT6; purified Pol kappa, fluorescent DNA synthesis assay, 10 min; Potency, µM (top dose mostly 107 µM), for the others: at the highest dose activity, negative = inhibition, hits mostly inhibitors; actives 0.53% (n = 400,000); also: % is scaled to controls: 0 for no effect and ±100 for the full control effect
Target sequence (Q9UBT6 whole entry, looked up): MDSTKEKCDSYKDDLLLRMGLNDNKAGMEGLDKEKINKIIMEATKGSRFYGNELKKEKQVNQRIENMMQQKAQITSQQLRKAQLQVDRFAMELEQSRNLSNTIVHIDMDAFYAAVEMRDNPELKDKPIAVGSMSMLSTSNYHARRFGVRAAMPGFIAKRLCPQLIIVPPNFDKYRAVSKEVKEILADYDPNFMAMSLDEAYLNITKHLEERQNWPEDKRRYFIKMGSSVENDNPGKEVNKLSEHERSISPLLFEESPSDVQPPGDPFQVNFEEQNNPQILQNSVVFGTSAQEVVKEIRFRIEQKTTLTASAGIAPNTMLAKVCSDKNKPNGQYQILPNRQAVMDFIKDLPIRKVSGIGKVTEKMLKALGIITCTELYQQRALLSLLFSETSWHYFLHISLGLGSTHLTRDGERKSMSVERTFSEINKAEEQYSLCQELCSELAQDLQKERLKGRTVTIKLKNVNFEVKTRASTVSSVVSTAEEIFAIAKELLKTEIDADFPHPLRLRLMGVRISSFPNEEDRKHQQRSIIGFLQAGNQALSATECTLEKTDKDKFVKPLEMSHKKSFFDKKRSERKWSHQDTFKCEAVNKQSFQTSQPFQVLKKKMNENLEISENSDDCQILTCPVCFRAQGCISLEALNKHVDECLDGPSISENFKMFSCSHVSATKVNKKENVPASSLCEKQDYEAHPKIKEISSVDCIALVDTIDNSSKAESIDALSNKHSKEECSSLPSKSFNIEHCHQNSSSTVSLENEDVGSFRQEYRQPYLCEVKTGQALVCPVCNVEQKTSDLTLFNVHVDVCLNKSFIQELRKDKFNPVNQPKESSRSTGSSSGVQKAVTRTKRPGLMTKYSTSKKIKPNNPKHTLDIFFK
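10 nM Pol kappa preincubated 15 min at room temperature with compounds, then reaction started with substrate at 50 nM final. Fluorescence read kinetically at 0 and 10 min; buffer-only wells served as negative control.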
Pol eta inh: qHTS for Inhibitors of Polymerase Eta | DNA polymerase eta (Homo sapiens), Q9Y253 | recombinant Pol eta, fluorescent DNA replication assay | Potency, µM (series often up to 114 µM), for inactives: at the top dose activity change, negative = inhibition, hits mostly inhibitors | actives 1.2% (n = 390,000) | AID 588591, 2011; also: % is scaled to controls: 0 for no effect and ±100 for the full control effect
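Fluorescent replication assay: 50 nM final substrate added after a 15 min room-temperature compound preincubation with 10 nM enzyme. Signal taken at 0 min and again at 10 min.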
The depositor's hits bear a star; ? = inconclusive; . = no result given; & = joins results of further samples; [ ] = another dose, or the depositor's remark. Calls follow the shape of the dose curve; as a rule, active = well fitted curve in the direction sought with a large enough effect; inconclusive = small, poorly fitted or top-dose-only effect, or another doubt; inactive = no such curve, though single readings can be large; an effect the other way counts as inactive or inconclusive. Potency is read from the fitted curve at half-maximal effect.

The first ten compounds, to show the layout:
SMILES	BLM helicase inh	POLB inh	BAZ2B block	Pol iota inh	G9a inh	APEX1 inh	Anesthetic bind	POLK inh	Pol eta inh
CC(C)CNC(=O)c1ccc(Cl)c(N)c1	4%	8%	-1%	.	10%[59 µM]	9%	-5%	.	.
CC(C)(C)c1cccc(Oc2nn[nH]n2)c1	1%	46%	-3%	24%	79µM*	4%	?	-21%	-3%
CC(C)c1ccc(C2N3CC4([N+](=O)[O-])CN2CC([N+](=O)[O-])(C3)C4(C)C)cc1 (stereo unspecified)	2%	18%	4%	-4%	1%	4%	2%	0%	-20%
COc1ccc(C2(CNC(=O)CCC(=O)O)CCCC2)cc1OC	-2%	3%	-5%	10%	3%	6%	-1%	-7%	6%
N#Cc1ccc(OCC(=O)NCCc2ccccn2)cc1	-6%	2%	-7%	22%	-16%	-1%	-1%	-5%	-16%
O=C(CSc1c2c(nc3ccc(Cl)cc13)CCCC2)N1CCN(c2ccc(Cl)cc2)CC1	-5%	-11%	.	-6%	-46%[59 µM]	.	-4%	1%	-12%
COc1cc(C(=O)OCC(=O)NC2CCCCC2)cc2c1OCCO2	.	.	-1%	-3%	0%[12.7 µM]	28%	.	15%	-13%
COc1cccc(Oc2ccc(C(F)(F)F)cc2NC(=O)C2=COCCO2)c1	-13%	2%	41%[activator]	8%	56%[activator]	33%	-2%	4%	-4%
COc1cccc(C(=O)NCc2cn3cccc(C)c3n2)c1	-2%	-22%	-1%	-5%	?	.	36%[activator]	-1%	-14%
COc1cc(C(=O)Nc2ccc(-c3nc4cc(C)c(C)cc4o3)cc2)cc(OC)c1OC	-2%	13%	3%	-1%	-9%[59 µM]	.	4%	0%	-10%

Results, from the start:
SMILES	BLM helicase inh	POLB inh	BAZ2B block	Pol iota inh	G9a inh	APEX1 inh	Anesthetic bind	POLK inh	Pol eta inh
CC(C)CNC(=O)c1ccc(Cl)c(N)c1	4%	8%	-1%	.	10%[59 µM]	9%	-5%	.	.
CC(C)(C)c1cccc(Oc2nn[nH]n2)c1	1%	46%	-3%	24%	79µM*	4%	?	-21%	-3%
CC(C)c1ccc(C2N3CC4([N+](=O)[O-])CN2CC([N+](=O)[O-])(C3)C4(C)C)cc1 (stereo unspecified)	2%	18%	4%	-4%	1%	4%	2%	0%	-20%
COc1ccc(C2(CNC(=O)CCC(=O)O)CCCC2)cc1OC	-2%	3%	-5%	10%	3%	6%	-1%	-7%	6%
N#Cc1ccc(OCC(=O)NCCc2ccccn2)cc1	-6%	2%	-7%	22%	-16%	-1%	-1%	-5%	-16%
O=C(CSc1c2c(nc3ccc(Cl)cc13)CCCC2)N1CCN(c2ccc(Cl)cc2)CC1	-5%	-11%	.	-6%	-46%[59 µM]	.	-4%	1%	-12%
COc1cc(C(=O)OCC(=O)NC2CCCCC2)cc2c1OCCO2	.	.	-1%	-3%	0%[12.7 µM]	28%	.	15%	-13%
COc1cccc(Oc2ccc(C(F)(F)F)cc2NC(=O)C2=COCCO2)c1	-13%	2%	41%[activator]	8%	56%[activator]	33%	-2%	4%	-4%
COc1cccc(C(=O)NCc2cn3cccc(C)c3n2)c1	-2%	-22%	-1%	-5%	?	.	36%[activator]	-1%	-14%
COc1cc(C(=O)Nc2ccc(-c3nc4cc(C)c(C)cc4o3)cc2)cc(OC)c1OC	-2%	13%	3%	-1%	-9%[59 µM]	.	4%	0%	-10%
Cc1ccc(-n2nnnc2SCC(=O)NCCc2ccccc2)cc1C	0%	7%	4%	7%	-3%[59 µM]	.	4%	-6%	?
Cc1ccc(S(=O)(=O)N2CC3(C)CN(S(=O)(=O)c4ccc(C)cc4)CC(C)(C2)C3=O)cc1	-2%	2%	3%	8%	-5%[12.7 µM]	-7%	-5%	1%	-6%
Cc1cc(C)cc(OCC(=O)Nc2ccc3c(c2)C(=O)c2ccccc2C3=O)c1	-8%	7%	-19%	11%	-37%	2%	-12%	-10%	-14%
O=C(Nc1ccc2ccccc2c1)/C(=C/c1cccc(Br)c1)NC(=O)c1ccco1	-7%	8%	-8%	73%[activator]	11%	1%	-7%	-1%	-14%
Cc1cc(=O)n2nc(N3CCCC(C(=O)NCCc4ccc(Cl)cc4)C3)sc2n1 (stereo unspecified)	2%	-1%	-4%	5%	9%	15%	5%	1%	-1%

Part of the list above, with values under each structure:
Value order: BLM helicase inh, POLB inh, BAZ2B block, Pol iota inh, G9a inh, APEX1 inh, Anesthetic bind, POLK inh, Pol eta inh
O=C(CSc1c2c(nc3ccc(Cl)cc13)CCCC2)N1CCN(c2ccc(Cl)cc2)CC1
→ -5%, -11%, ., -6%, -46%[59 µM], ., -4%, 1%, -12%
COc1ccc(C2(CNC(=O)CCC(=O)O)CCCC2)cc1OC
→ -2%, 3%, -5%, 10%, 3%, 6%, -1%, -7%, 6%

(next part)
SMILES	BLM helicase inh	POLB inh	BAZ2B block	Pol iota inh	G9a inh	APEX1 inh	Anesthetic bind	POLK inh	Pol eta inh
CC(NC(=O)NNC(N)=S)(C(F)(F)F)C(F)(F)F	4%	-11%	-15%	-14%[58.9 µM]	7%	-12%	-2%	-10%	-2%
CCOc1ccc(OCC(=O)NCCS(=O)(=O)N2CCN(c3ccc(F)cc3)CC2)cc1	-4%&0%	1%&7%	0%&0%	21%&38%	-13%	-6%	-9%&-8%	-11%	-9%&-9%
C[C@H](CO)N1C[C@H](C)[C@H](CN(C)S(=O)(=O)c2cccs2)Oc2ccc(NC(=O)Nc3ccc4c(c3)OCO4)cc2CC1=O	.	.	.	0%	.	-6%	.	6%	-21%
O=C(NCCN1CCOCC1)c1cc(-c2ccccc2Cl)on1	1%	42%	-2%	19%	7%	8%	-5%	4%	-9%
CCCCCCC(=O)Nc1ccc2nc3c(=O)n(C)c(=O)n(C)c3nc2c1C	1%	0%	2%	26%	-6%[59 µM]	.	2%	-9%	-9%
Oc1ccc(Nc2nc(-c3ccccc3O)nc3ccccc23)cc1	-19%	?	?	-18%	50µM*	7%	-3%	5%	-21%
O=C(C1c2ccccc2Oc2ccccc21)N1CCN(c2ccc(Cl)cc2)CC1	-7%	-2%	-5%	?	-6%	1%	-9%	-13%	-13%
CCCCOC(=O)COc1ccc(Cl)cc1Cl	.	.	94%[activator]	5%	4%[0.501 µM]	0%&-3%	.	5%	-5%
CCOC(=O)C1CCCN(c2ncnc3c2[nH]c2cccc(OC)c23)C1 (stereo unspecified)	7%	2%	-28%	.	-39%	4%	-12%	.	.
C[C@@H]1C2CC(C/C2=N\NC(=O)c2ccncc2)C1(C)C (stereo partly specified)	0%	1%	17%	-23%	-9%[0.0925 µM]	-3%	-6%	0%	-1%
COc1cc(/C=N/Nc2nc3ccccc3[nH]2)ccc1O	-24%	?	?	-3%	-2%[59 µM]	-8%	6%	0%	-22%
CCNC(=S)N(CCc1c(C)[nH]c2ccccc12)Cc1cc(OC)c(OC)c(OC)c1	-3%	0%	50µM*	-12%	89µM*	-10%	3%	-12%	-23%
COc1ccc(NC(=O)CN(C)C(=O)c2ccc3c(c2)S(=O)(=O)N=C2CCCCCN23)cc1	-4%	21%	-2%	19%	35%	-3%	0%	0%	-11%
NC(=O)CSc1nnc(COc2ccccc2)n1CCc1ccccc1	1%	0%	-4%	1%	10%[59 µM]	1%	-15%	2%	-19%
Cc1cccc(N(CC(=O)Nc2cccc(Cl)c2C)S(C)(=O)=O)c1C	-3%	0%	-1%	2%	-5%[59 µM]	.	-7%	-25%	-3%
O=C(NC(=S)NCCN1CCOCC1)c1ccc(F)cc1	1%	-25%	-4%	2%	3%	-2%	-9%	2%	-14%
Clc1ccccc1-c1ccc2ncnc(N3CCNCC3)c2c1	-7%	.	.	.	-5%[0.501 µM]	-1%	.	2%[60.1 µM]	.
CCOC(=O)c1cc(-c2ccc(C)cc2)n(CCC(=O)Nc2ccc(C(C)C)cc2)c1C	-16%	-4%	-17%	28%	0%[59 µM]	.	46%[activator]	3%	-31%
CN(C)c1ccc(/C=C2\SC(=O)N(CCc3nnc(N)s3)C2=O)cc1	-8%	?	-32%	50µM*	18%[12.7 µM]	-3%	-13%	-18%	-11%
COc1ccc(N2CCN(c3ncccc3-c3nc(-c4ccccc4C)no3)CC2)cc1	-2%	-3%	0%	9%	?	.	-6%	-7%	-15%
CC(Sc1ccc2c(c1)OCCO2)C(=O)Nc1ccc(N2CCOCC2)cc1 (stereo unspecified)	4%	7%	-10%	130%[activator]	50µM*	-1%	-4%	2%	-23%
COc1ccc(OCC(=O)N2CCN(c3cccc(C(F)(F)F)c3)CC2)cc1	-4%	5%	3%	-5%	7%[59 µM]	?	?	-27%	2%
Cc1ccccc1NC(=O)Cn1nnc(S(=O)(=O)c2ccc(C(C)(C)C)cc2)c1N	-11%	32µM*	-10%	?	-4%	-9%	-6%	-32%	1%
COc1ccc(N(Cc2cccs2)C(=O)c2ccc(OCC(C)C)cc2)cc1	-10%	-15%	12%	17%	25%[59 µM]	.	335%[activator]	-11%	-7%
CC1(C)CC(=O)C2=C(C1)N(CC1CCCO1)C(=O)C2(O)C(F)(F)F (stereo unspecified)	-3%	0%	9%	8%	?	2%	-9%	0%	-13%
CC(C)(C)c1cc(C(=O)N/N=C/c2ccco2)n[nH]1	3%	52%	13%	5%	34%[59 µM]	6%	-7%	-13%	-13%
CCSc1nc2c([nH]c3ccccc32)c(=O)n1-c1ccc(F)cc1	-3%	0%	0%	-14%	8%[59 µM]	.	2%	-6%[60.1 µM]	-12%
O=C(NNC(=O)c1ccccc1-n1cccc1)c1ccc(Cl)c(Cl)c1	-1%	-3%	?	-21%	23%	3%	-10%	3%	-11%

Screens deposited in PubChem BioAssay by National Center for Advancing Translational Sciences (NCATS).

These rows are one share of the data, so the mix of outcomes need not match the whole.
